HRas wt GTP – modulators of GTP binding to human HRas wildtype; P01112; GST-Ras wt beads, Bodipy-FL-GTP binding, flow cytometry; actives lie on both sides; GTP binding activity, % at 10 µM; 0.14% of 190,000 active;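 active = GTP binding activity at least 20% away from the 100% baseline, either lowered as inhibitor or raised as activator; inconclusive = flagged as likely green fluorescent, judged across all proteins in the well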;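 note: 0% = unlabeled GTP competition control and 100% = no-compound control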
Target sequence (P01112 whole entry, looked up): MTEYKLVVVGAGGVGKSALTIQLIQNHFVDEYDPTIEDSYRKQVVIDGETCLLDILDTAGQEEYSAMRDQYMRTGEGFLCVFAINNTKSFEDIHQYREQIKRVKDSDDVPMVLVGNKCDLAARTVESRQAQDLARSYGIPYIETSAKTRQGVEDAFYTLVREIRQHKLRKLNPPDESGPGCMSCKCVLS
Rab7 wt modul – modulators of GTP binding to dog Rab7 wildtype GTPase; GTP binding activity (percent of control), % at 10 µM; 0.055% of 190,000 active; GST-Rab7 beads, fluorescent GTP binding, flow cytometry; actives lie on both sides; untreated = 100%, excess cold GTP = 0%;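 active = fluorescent GTP binding to Rab7 beads changed by at least 20 points from the 100% baseline, either direction, mostly lower; inconclusive = compound itself probably fluorescent, or too few beads counted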;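 note: median green fluorescence of bound Bodipy-FL-GTP per Rab7 bead population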
Avidin bead fluor – compound fluoresces at 488/530 nm on avidin beads | fluorescence (KMESF) at 10 µM | AID 1775 | 0.38% of 220,000 active | compound fluorescence 488/530 nm, flow cytometry; active compounds read high; in the data active = fluorescence above about 47; note: inactives centre near 10
Mcl1 Noxa PPI – Mcl-1/Noxa interaction inhibition. Q07820. TR-FRET Mcl-1/Noxa peptide binding, 2 h. inhibition, % at 21.7 µM. 1.5% of 220,000 active. AID 1022;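 active = compounds that cut the protein-peptide binding signal by more than 50% relative to plate controls in a single-dose test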;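 note: His-tagged Mcl-1 with rhodamine Noxa BH3 peptide and terbium anti-His antibody; 0% = Mcl-1 plus Noxa peptide wells and 100% = peptide-only wells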
Target sequence (Q07820 whole entry, looked up): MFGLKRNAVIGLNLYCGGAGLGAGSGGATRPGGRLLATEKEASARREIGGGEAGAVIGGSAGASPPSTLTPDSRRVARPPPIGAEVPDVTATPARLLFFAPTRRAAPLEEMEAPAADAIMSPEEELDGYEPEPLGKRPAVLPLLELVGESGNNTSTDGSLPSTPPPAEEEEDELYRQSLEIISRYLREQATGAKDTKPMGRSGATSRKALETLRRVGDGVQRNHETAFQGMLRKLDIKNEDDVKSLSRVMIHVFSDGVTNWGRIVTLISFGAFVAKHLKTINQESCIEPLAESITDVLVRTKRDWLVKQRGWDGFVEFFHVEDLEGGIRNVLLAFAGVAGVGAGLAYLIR
Mcl-1 Bim block – inhibitors of Bim-Mcl-1 interaction, human | Q07820 | Bead-based flow cytometry, Bim peptide-Mcl-1 binding | inhibition, % at 10 µM | 0.1% of 190,000 active | AID 1009; in the data active = inhibition above about 40%;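 note: 0% = no compound tracer wells and 100% = peptide blocker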
Rab2A wt mod – changes GTP binding to wildtype dog Rab2A, up or down | P61105 | GST-Rab2 wt beads, Bodipy-GTP binding, flow cytometry | GTP binding activity, % at 10 µM | 0.19% of 190,000 active;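 active = GTP binding activity at least 20 points away from 100%, either lowered or raised; inconclusive = signal likely due to the compound's own green fluorescence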;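 note: 0% = beads with excess unlabeled GTP and 100% = no-compound control corrected for plate trend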
Rac1 act GTP bind – alters GTP binding to activated mutant human Rac1; P63000; GST-Rac1 activated beads, fluorescent GTP binding, flow cytometry; actives lie on both sides; 100% means binding = to untreated wells; percent activity (GTP binding), % at 10 µM; 0.11% of 190,000 active;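 active = GTP binding at least 20 percentage points away from the 100% baseline, in either direction, so actives lie on both sides; inconclusive = Compound likely fluorescent itself, or too few beads counted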
Rac1 wt GTP bind – alters GTP binding to wildtype human Rac1. GST-Rac1 beads, fluorescent GTP binding, flow cytometry; actives lie on both sides; 0 = cold GTP competed, 100 = untreated. P63000. 0.27% of 190,000 active. GTP binding activity (% of control), % at 10 µM. AID 757;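 active = GTP binding activity at least 20 points away from the 100% control level, either lower or higher; inconclusive = compound flagged as likely green fluorescent, judged across all proteins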
Mcl1-Bid inh – disrupts binding of human Mcl-1 to Bid peptide; 0.97% of 220,000 active; AID 1021; inhibition, % at 21.7 µM; TR-FRET Mcl-1/Bid-Dy647 peptide binding, 1536-well; Q07820;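 active = compounds that cut the binding signal by more than half at the single screening dose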;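 note: His-tagged Mcl-1 with europium anti-His antibody binding Bid BH3 peptide; 0% = Mcl-1 plus peptide wells and 100% = peptide-only wells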
Pf gametocyte – P. falciparum stage V gametocyte viability inhibition. P. falciparum stage V gametocytes, ATP luminescence, 24 h. inhibition, % at 10.9 µM. 0.065% of 150,000 active;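 active = inhibition above the mean plus 3 SD of compounds within the control limits, set per campaign, cut at about 38% in these data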;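 note: 0% = DMSO wells and 100% = medium only without gametocytes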
Cdc42 wt GTP – human Cdc42 wildtype GTP binding change, either direction; 0.2% of 190,000 active; percent activity (GTP binding), % at 10 µM; GST-Cdc42 beads, Bodipy-GTP binding, flow cytometry; actives lie on both sides; P60953;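 active = percent activity GTP binding at least 20 points away from the 100% baseline, either down as inhibitor or up as activator; inconclusive = compound flagged as likely green fluorescent from well-wide comparison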;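 note: median bead fluorescence of bound Bodipy-FL-GTP at 100 nM; 0% = excess unlabeled GTP control and 100% = no compound control; below 100% means less GTP binding so inhibitor and above means activator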
Target sequence (P60953 whole entry, looked up): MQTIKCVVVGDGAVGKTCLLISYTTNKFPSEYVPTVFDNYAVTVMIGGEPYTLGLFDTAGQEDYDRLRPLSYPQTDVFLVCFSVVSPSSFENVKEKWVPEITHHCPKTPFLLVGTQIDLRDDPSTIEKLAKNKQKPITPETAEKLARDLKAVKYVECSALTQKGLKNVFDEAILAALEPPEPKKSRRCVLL
An asterisk follows results filed as active; ? = inconclusive; nt = not tested or not shown.

Start of the data: the first 10 records, to show the layout:
SMILES	HRas wt GTP	Rab7 wt modul	Avidin bead fluor	Mcl1 Noxa PPI	Mcl-1 Bim block	Rab2A wt mod	Rac1 act GTP bind	Rac1 wt GTP bind	Mcl1-Bid inh	Pf gametocyte	Cdc42 wt GTP
O=[N+]([O-])c1ccc2nc(-c3ccc(Cl)cc3)n(OCc3ccccc3)c2c1	?	?	10	6	-2	?	?	?	-7	-18	?
N/C(=N\OC(=O)COc1ccc([N+](=O)[O-])cc1)c1ccncc1	96	99	8	4	3	95	99	102	-21	-2	97
Cc1oc(-c2cc3c(cc2Cl)OCO3)nc1CN1CCCC(C(=O)N2CCOCC2)C1 (configuration not stated)	95	95	13	-2	-2	96	94	99	-3	-15	96
NNC(=O)CNC(c1ccccc1)c1cc(Br)ccc1NC(=O)c1cccc(Cl)c1 (configuration not stated)	96	96	12	-12	-7	96	94	101	4	nt	96
COC(=O)[C@H](Cc1ccccc1)NC(=O)NCc1ccc(S(N)(=O)=O)cc1	104	102	6	-3	-2	102	101	108	-9	nt	106
Cc1nn(Cc2ccccc2Cl)c(C)c1NC(=O)CSc1n[nH]c(C)c1[N+](=O)[O-]	100	98	12	-11	-4	98	97	103	-25	nt	101
Nc1[nH]nc2c1NN(c1ccc(Cl)cc1Cl)N2	96	98	3	11	-1	94	99	99	-68	-24	94
CC1(C)Oc2ccc3ccc(=O)oc3c2/C(=C/N)C1=O	101	100	23	0	-2	100	98	103	-4	4	100
N#Cc1cc2sc3nnc(-c4ccncc4)n3c2cc1C#N	95	94	14	10	1	93	91	92	-7	-8	95
CCOC(=O)c1c(NC(=O)CSc2nnc(-c3ccncc3)n2Cc2ccco2)sc(C)c1C	100	100	5	-10	5	99	99	104	-7	nt	102

The listing, from the first entry:
SMILES	HRas wt GTP	Rab7 wt modul	Avidin bead fluor	Mcl1 Noxa PPI	Mcl-1 Bim block	Rab2A wt mod	Rac1 act GTP bind	Rac1 wt GTP bind	Mcl1-Bid inh	Pf gametocyte	Cdc42 wt GTP
O=[N+]([O-])c1ccc2nc(-c3ccc(Cl)cc3)n(OCc3ccccc3)c2c1	?	?	10	6	-2	?	?	?	-7	-18	?
N/C(=N\OC(=O)COc1ccc([N+](=O)[O-])cc1)c1ccncc1	96	99	8	4	3	95	99	102	-21	-2	97
Cc1oc(-c2cc3c(cc2Cl)OCO3)nc1CN1CCCC(C(=O)N2CCOCC2)C1 (configuration not stated)	95	95	13	-2	-2	96	94	99	-3	-15	96
NNC(=O)CNC(c1ccccc1)c1cc(Br)ccc1NC(=O)c1cccc(Cl)c1 (configuration not stated)	96	96	12	-12	-7	96	94	101	4	nt	96
COC(=O)[C@H](Cc1ccccc1)NC(=O)NCc1ccc(S(N)(=O)=O)cc1	104	102	6	-3	-2	102	101	108	-9	nt	106
Cc1nn(Cc2ccccc2Cl)c(C)c1NC(=O)CSc1n[nH]c(C)c1[N+](=O)[O-]	100	98	12	-11	-4	98	97	103	-25	nt	101
Nc1[nH]nc2c1NN(c1ccc(Cl)cc1Cl)N2	96	98	3	11	-1	94	99	99	-68	-24	94
CC1(C)Oc2ccc3ccc(=O)oc3c2/C(=C/N)C1=O	101	100	23	0	-2	100	98	103	-4	4	100
N#Cc1cc2sc3nnc(-c4ccncc4)n3c2cc1C#N	95	94	14	10	1	93	91	92	-7	-8	95
CCOC(=O)c1c(NC(=O)CSc2nnc(-c3ccncc3)n2Cc2ccco2)sc(C)c1C	100	100	5	-10	5	99	99	104	-7	nt	102
O=C(CC1C(=O)NCCN1Cc1cccc(Oc2ccccc2)c1)NCCc1cnccn1 (configuration not stated)	96	97	9	17	0	98	98	99	1	13	96
COc1ccc(C(=O)Nc2ccc(S(=O)(=O)N3CCOCC3)cc2)cc1OC	95	95	12	-11	-1	97	98	97	-34	nt	94
CCOC(=O)/C(=C/C=C/c1ccccc1)NC(=O)c1ccccc1	98	98	8	-3	-9	97	98	100	-42	9	99
CCc1cccc2c(=O)c(C(=O)NCCCOC)c[nH]c12	99	98	8	-5	0	97	96	101	-7	0	99
Cc1c(NC(=O)c2ccc(F)c(S(=O)(=O)N3CCOCC3)c2)c(=O)n(-c2ccccc2)n1C	101	97	13	6	-4	102	101	105	-34	nt	100
CCOC(=O)c1cc(NC(=O)c2ccc(C)cc2)c(=O)oc1C(F)(F)F	96	99	11	7	0	95	93	95	-23	nt	95
CC(C)(C)c1ccc(C(CC(=O)O)NC(=O)Cc2ccc(F)cc2)cc1 (configuration not stated)	95	96	6	6	1	97	92	96	-10	nt	94
CCc1nc(SCC(=O)c2ccc(C)c(C)c2)n[nH]1	102	101	29	9	-1	105	102	105	-3	14	102
CCn1cnc2sc(C(=O)Oc3cccc(C)c3)c(C)c2c1=O	101	103	10	19	0	103	96	103	-5	10	102
C/C(=N\Nc1ncc(Cl)cc1Cl)c1ccc(S(=O)(=O)NCc2ccco2)cc1	98	97	25	16	-7	97	98	102	-13	-11	103
O=C1O/C(=C/c2ccccc2)N=C1c1ccccc1	100	105	4	5	-7	97	95	106	-22	12	96
CC(C)(C)NC(=O)CSc1nc2scc(-c3ccccc3)c2c(=O)[nH]1	98	97	12	7	-5	95	94	98	-17	6	96
C/C=C/C(=O)OCC(=O)Nc1cc(-c2cc(C)c(C)cc2C)nn1-c1ccccc1	100	97	13	-3	-3	99	99	102	4	-9	98
CCc1ccc(OCCNC(=O)c2cccs2)cc1	102	99	8	7	-3	101	99	106	10	nt	100
CCCCCCc1cc2cc(-c3nnc(-c4ccccc4O)o3)c(=O)oc2cc1O	102	107	26	0	nt	104	100	103	-1	-37	101
O=C(NCc1ccccc1Cl)C1CCCN(S(=O)(=O)c2cccc3nsnc23)C1 (configuration not stated)	99	97	5	15	-1	98	100	101	2	1	98
C#CCOCCOCCOCCNc1nc(N2CCN(C(=O)C([C@@H](C)CC)n3cc(C(N)Cc4ccc(O)cc4)nn3)CC2)nc(N2CCN(C(=O)[C@H](CCC(=O)O)n3cc(C(N)CC(C)C)nn3)CC2)n1 (some centres not stated)	97	95	6	4	-2	96	98	99	23	-37	96
Cc1cc(CN2C(=O)c3ccccc3C2=O)cc(N2CCOCC2)c1	98	98	1	23	0	98	96	99	-46	-8	98
CCOC(=O)CSC1=N/C(=C\c2ccc(OC)c(OC)c2)C(=O)N1C	100	99	5	16	-3	100	101	103	-36	-17	103
O=C(COC(=O)C1(c2cccc(F)c2)CCCC1)NCc1cccs1	97	105	8	0	-2	98	95	98	-32	-4	94
C=CCn1c(COc2ccccc2F)nnc1SCC(=O)NC(=O)NCc1ccco1	99	98	12	47	1	97	96	97	-33	nt	98
CC(C)NC(=O)CSc1nnc(-c2ccc(F)cc2)c2ccccc12	95	94	12	18	-1	96	95	97	1	-28	97
COc1ccccc1Oc1ccc(S(=O)(=O)N2CCN(C)CC2)cc1	100	101	29	9	-3	100	97	99	-5	-2	97
C=CCNC(=O)C1CCN(S(=O)(=O)CC)CC1	99	97	18	3	0	98	98	98	-27	nt	98
Cc1nn(Cc2ccccc2)c(C)c1C(=O)NCCN1C(=O)S/C(=C\c2ccccc2)C1=O	100	100	7	17	0	100	97	99	10	-19	101
Cc1ccc(C(=O)N2C3=C(CCCC3)C(=O)NC23CCCCC3)cc1	98	98	14	8	-1	96	98	104	-31	11	100
CC(O)c1nc2ccccc2n1CC(=O)N1CCN(c2ccccc2)CC1 (configuration not stated)	97	99	12	39	-1	95	97	100	-9	-5	96
CC1(C)NC(C)(C)/C(=C\c2cccs2)C(=O)C1=O	99	105	11	9	-1	98	97	99	-29	-6	99
CC[N+](CC)(CC)C/C=C/CN1CCCCC1	98	97	9	14	-3	98	101	103	-11	14	96
O=C(CSc1ncn[nH]1)NC1CC2CCC1C2 (configuration not stated)	102	103	4	0	-4	102	100	102	-7	nt	101
COCCn1nnnc1C(c1ccccc1)N1CCN(Cc2ccc3c(c2)OCO3)CC1 (configuration not stated)	102	101	24	25	1	100	101	104	29	23	104
C/C(=N/NC(=O)c1cccs1)c1c(C)[nH]n(-c2nc3ccccc3s2)c1=O	89	96	11	16	3	90	91	89	-116	56*	89
Cc1c(N=Cc2cccnc2)c(=O)n(-c2ccccc2)n1C	101	99	19	3	-2	101	102	102	-33	nt	105
CCCOc1ccc(N2C(=O)CC(N(Cc3ccc(OC)cc3)C(=S)Nc3ccccc3)C2=O)cc1 (configuration not stated)	105	102	3	13	-6	103	100	107	-24	3	103
CNc1nc2c(c(=O)n(C)c(=O)n2C)n1Cc1ccccc1	107	105	12	5	-1	106	102	106	-43	18	106
O=C(COc1ccccc1O)Nc1ccc(Cl)cc1	99	99	5	1	0	100	95	97	-20	nt	100
COc1ccc(C(=O)OCC(=O)Nc2ccc(F)cc2F)cc1OC	100	103	35	9	1	100	95	99	6	nt	100
OC(COc1ccc2cc(Br)ccc2c1)CN1CCCC1 (configuration not stated)	98	92	18	5	-3	96	94	95	-4	nt	99
CCOC(=O)CCC(=O)N1CCNC(=O)C1	99	98	6	2	-1	96	96	102	-18	nt	97
CCO[C@H]1OC(C(=O)N2CCOCC2)=C[C@@H](c2ccccc2)[C@@H]1CCCO	94	92	7	5	-4	93	90	93	-5	26	96
The list continues.
SMILES	HRas wt GTP	Rab7 wt modul	Avidin bead fluor	Mcl1 Noxa PPI	Mcl-1 Bim block	Rab2A wt mod	Rac1 act GTP bind	Rac1 wt GTP bind	Mcl1-Bid inh	Pf gametocyte	Cdc42 wt GTP
O=C(Nc1ccc2c(c1)OCO2)c1cc2n(n1)C(C(F)(F)F)CC(c1ccccc1)N2 (configuration not stated)	97	95	8	6	-1	95	95	98	-25	-13	96
C=CCn1c(SCC(=O)Nc2cc(NC(C)=O)ccc2OC)nnc1-c1ccccn1	98	98	9	21	0	98	96	100	-13	-16	98
O=C(CSc1ccc(F)cc1)N1CCN(S(=O)(=O)c2ccccc2)CC1	97	97	8	16	0	98	96	95	-28	nt	96
CC(Sc1nnc(-c2ccccc2)c(-c2ccccc2)n1)C(=O)Nc1ncc(Cl)cc1Cl (configuration not stated)	100	104	17	28	-2	99	99	101	-25	nt	98

Screens from PubChem BioAssay.
